# Screening data: PubChem BioAssay, National Center for Advancing Translational Sciences (NCATS)
# BRCA1 expr up: qHTS Assay to Identify Small Molecule Activators of BRCA1 Expression. MCF7-BRCA1-FFLuc reporter, luminescence, 48 h; response scale: scaled: vehicle 0%, 10 µM genistein 100%. Potency, µM (doses to about 46.1 µM), for inactives: at the highest dose activation, hits mostly activators. 380,000 tested, 1.1% active. AID 624202, 2012; also: potency is read from the fitted curve at half-maximal effect; nearly all actives have a fitted effect of over 80% in size; some results filed as inactive show a strong effect at the top dose
#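 Compounds are tested at multiple concentrations on MCF7 BRCA1-luciferase reporter cells seeded at 2000 per well; after 48 h, a single luminescence end-point is taken and curves fitted to the normalized data.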
# p53 reactivation: qHTS assay for re-activators of p53 using a Luc reporter; H1299 p53-A138V BP100-luciferase reporter, luminescence, 24 h; Potency, µM (top dose mostly 92.2 µM), for inactives: top-dose activity change, positive = activation, most hits filed as activators; 320,000 tested, 0.063% active; also: potency is read from the fitted curve at half-maximal effect; % of control where 0% means no effect; nearly all actives have a fitted effect of over 45% in size
#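 p53-null H1299 cells stably carrying temperature-sensitive p53-A138V and a BP100-luciferase reporter were pinned with compounds (4-point, 1:5 series) and held 24 hrs at 37 deg C. Luminescence was read 10 min after detection reagent.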
# B2AR arrestin: qHTS assay of beta-arrestin-biased ligands of beta2-adrenergic receptor; 330,000 tested, 0.02% active; beta-arrestin recruitment to beta2AR, cell-based reporter; Beta-2 adrenergic receptor (Homo sapiens), P07550; Potency, µM (doses to about 46.1 µM), without a hit: at the highest dose activation, usual class: activators;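 also: potency is read from the fitted curve at half-maximal effect; 0% = DMSO controls and full agonism = EC100 isoproterenol or metaproterenol; nearly all actives have a fitted effect of over 65% in size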
# Target sequence (P07550 whole entry, looked up): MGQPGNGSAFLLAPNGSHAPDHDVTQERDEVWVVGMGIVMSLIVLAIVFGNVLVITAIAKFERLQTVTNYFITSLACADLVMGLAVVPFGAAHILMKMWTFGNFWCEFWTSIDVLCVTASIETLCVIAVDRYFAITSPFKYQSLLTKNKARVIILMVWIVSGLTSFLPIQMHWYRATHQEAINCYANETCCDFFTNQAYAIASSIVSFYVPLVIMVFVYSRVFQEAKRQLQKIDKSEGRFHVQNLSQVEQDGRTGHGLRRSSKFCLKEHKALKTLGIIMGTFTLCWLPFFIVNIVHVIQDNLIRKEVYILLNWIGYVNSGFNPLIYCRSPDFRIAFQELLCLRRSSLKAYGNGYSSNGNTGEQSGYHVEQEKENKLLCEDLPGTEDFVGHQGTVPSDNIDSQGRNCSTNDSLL
# TSG101-PTAP inh: qHTS Assay for Iinhibitors of HIV-1 Budding by Blocking the Interaction of PTAP/TSG101; Potency, µM (titrated, usually from 115 µM), for inactives: top-dose activity change, negative = inhibition, actives largely listed as inhibitors; 340,000 tested, under 10 active; Fluorescence polarization, FITC-PTAP peptide / Tsg101 binding; AID 493005, 2010; Tumor susceptibility gene 101 protein (Homo sapiens), Q99816; active = well fitted inhibition curve with a large enough effect in the main read-out, with a control signal flat, not every such curve was filed as active; inconclusive = small, poorly fitted or top-dose-only effect, or effect the other way, or a change in a side signal; inactive = no such curve, though single readings can be large or run the other way; also: potency is read from the fitted curve at half-maximal effect; % of control where 0% means no effect
#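 Fluorescence polarization binding of Tsg101 binding domain (10 uM final) to FITC-labeled PTAP peptide (50 nM final) in HEPES pH 7.5 buffer with NaCl, Tween 20, EDTA, TCEP. Compounds added before peptide; binding 20 min at RT.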
# USP2a inh: qHTS Assay for Inhibitors of Ubiquitin-specific Protease USP2a Using CHOP2 as the Reporter | AID 463254, 2010 | Ubiquitin carboxyl-terminal hydrolase 2 (Homo sapiens), O75604 | USP2 core, Ub-CHOP2 coupled fluorogenic reporter, 485/531 | 330,000 tested, 0.01% active | Potency, µM (series often up to 38.3 µM), for inactives: at the top dose activity change, negative = inhibition, most hits filed as inhibitors;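 also: potency is read from the fitted curve at half-maximal effect; plate controls were DMSO wells for no effect and full inhibition by NEM control for full effect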
#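 USP2 core (10nM final) preincubated 30min RT with compound in 20mM Tris-HCl pH 8.0, 2mM CaCl2, 2mM beta-mercaptoethanol, 0.05% CHAPS; 25nM Ub-CHOP2 plus 25nM reporter substrate added, fluorescence (Ex485/Em531) read after 60min.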
# ELG1 genotoxic: qHTS screen for small molecules that induce genotoxicity in human embryonic kidney (HEK293T) cells expressing luciferase-tagged ELG1. Potency, µM (highest dose often 46 µM), for the others: at the top dose activity change, positive = activation, actives largely listed as activators. HEK293T ELG1-luciferase reporter, luminescence, 16 h. AID 504466, 2011. 330,000 tested, 1.3% active; also: potency is read from the fitted curve at half-maximal effect; % of control where 0% means no effect; nearly all actives have a fitted effect of over 60% in size
#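 HEK293T cells expressing luciferase-tagged ELG1 were treated with compound or DMSO for 16 hr at 37°C. Luciferase activity was then read after 30 min with ONE-Glo at room temperature; rising signal flags genetic stress.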
# TRPV1 ag: HTS Assay for Compounds that Act as Agonists of the Vanilloid Receptor 1. Transient receptor potential cation channel subfamily V member 1 (Homo sapiens), Q8NER1. TRPV1-expressing cells, Fluo-8 calcium influx, agonist mode. activation, % at 8.33 µM. 320,000 tested, 0.19% active. AID 540275, 2011; in the data active = activation above about 80%; inconclusive = between about 30% and that limit; also: 0% is about no effect
#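 Cells expressing TRPV1 were dye-loaded with Fluo-8 and read kinetically: 10 s baseline, 3 min after compound (agonist portion), then 2 min after EC20 capsaicin (allosteric enhancer portion). Calcium-bound dye fluorescence at 480/520 nm.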
# a7 integrin act: qHTS for Activators of Integrin-Mediated Alleviation for Muscular Dystrophy; alpha7betagal myoblasts, beta-gal FDG fluorescence, 48 h; Potency, µM (doses to about 38.3 µM), for inactives: at the top dose activation, actives largely listed as activators; 350,000 tested, 0.064% active; AID 624291, 2012;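 also: potency is read from the fitted curve at half-maximal effect; 100% = response of the positive control SU9516; nearly all actives have a fitted effect of over 60% in size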
#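 Alpha7betagal+/- myoblasts (passage 13) were plated 16-24 hr, then exposed to compounds (1:260 dilution of DMSO stock) for 48 hours at 37C. After MPER lysis, β-galactosidase reporter activity was read as FDG fluorescence (ex 480/em 540) after 30 minutes.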
# ASM inhibitor: Inhibitors of Secretory Acid Sphingomyelinase (S-ASM): qHTS; Sphingomyelin phosphodiesterase (Homo sapiens), P17405; placental ASM, HMU-PC fluorogenic substrate, 60 min; Potency, µM (titrated, usually from 57.5 µM), without a hit: at the highest dose activity change, negative = inhibition, hits mostly inhibitors; 340,000 tested, 0.006% active; AID 504937, 2011; also: potency is read from the fitted curve at half-maximal effect
# Target sequence (P17405 47-631 limits assumed): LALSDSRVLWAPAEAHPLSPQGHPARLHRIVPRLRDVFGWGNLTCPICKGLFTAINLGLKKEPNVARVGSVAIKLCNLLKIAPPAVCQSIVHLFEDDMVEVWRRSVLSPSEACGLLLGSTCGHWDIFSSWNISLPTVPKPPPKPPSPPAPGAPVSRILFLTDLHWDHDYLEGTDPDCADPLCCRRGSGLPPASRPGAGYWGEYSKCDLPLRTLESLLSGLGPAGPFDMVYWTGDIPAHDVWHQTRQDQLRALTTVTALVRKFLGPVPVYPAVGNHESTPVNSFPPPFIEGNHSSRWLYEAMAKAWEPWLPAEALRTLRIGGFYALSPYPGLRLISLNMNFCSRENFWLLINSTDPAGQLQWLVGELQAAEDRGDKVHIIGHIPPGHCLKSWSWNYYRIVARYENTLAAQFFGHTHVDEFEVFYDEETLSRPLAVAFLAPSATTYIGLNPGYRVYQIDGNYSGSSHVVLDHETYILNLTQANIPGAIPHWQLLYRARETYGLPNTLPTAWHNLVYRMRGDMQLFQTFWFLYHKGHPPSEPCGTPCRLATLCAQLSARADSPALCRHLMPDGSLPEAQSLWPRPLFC
#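 Steps: dispense placental human ASM, pin compound, wait 10 min at room temperature, add HMU-PC0 substrate at 9 uM final, incubate 60 min at 37 °C, add stop solution raising pH to 10, read fluorescence.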
# Eya2 phos inh: qHTS Assay for Inhibitors of the Phosphatase Activity of Eya2. AID 488837, 2010. Potency, µM (highest dose often 76.9 µM), for the others: top-dose activity, negative = inhibition, actives largely listed as inhibitors. recombinant Eya2, OMFP fluorescence dephosphorylation (OMFP is methylfluorescein phosphate). 330,000 tested, 0.006% active. Protein phosphatase EYA2 (Homo sapiens), O00167; also: potency is read from the fitted curve at half-maximal effect; % is scaled to controls: 0 for no effect and ±100 for the full control effect
#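 Eya2 (0.2 uM) preincubated 10 min at ambient with compound, then OMFP substrate added at 50 uM; 10 min reaction in 50 mM HEPES pH 7.5, 50 mM NaCl, 5 uM MgCl2, 0.05% BSA, 1 mM DTT. Fluorescence read at Ex 485/Em 525 nm.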
# uPA generation: qHTS for Inhibitors of Cell Surface uPA Generation; 330,000 tested, 0.31% active; Potency, µM (highest dose often 38.3 µM), without a hit: at the highest dose activity change, negative = inhibition, actives largely listed as inhibitors; AID 540303, 2011; cell surface uPA generation assay, qHTS; active = well fitted inhibition curve with a large enough effect; inconclusive = small, poorly fitted or top-dose-only effect; inactive = no such curve, though single readings can be large or run the other way; tested in mouse RAW 264.7 cells; also: potency is read from the fitted curve at half-maximal effect; % is scaled to controls: 0 for no effect and ±100 for the full control effect; nearly all actives have a fitted effect of over 55% in size
# * marks the source's active call; other numbers are inactive results; ? = inconclusive; nt = not tested or not shown; [ ] = remark or other dose. Unless noted, calls follow the shape of the dose curve; as a rule, active = well fitted curve in the direction sought with a large enough effect; inconclusive = small, poorly fitted or top-dose-only effect, or another doubt; inactive = no such curve, though single readings can be large; an effect the other way counts as inactive or inconclusive.
SMILES,BRCA1 expr up,p53 reactivation,B2AR arrestin,TSG101-PTAP inh,USP2a inh,ELG1 genotoxic,TRPV1 ag,a7 integrin act,ASM inhibitor,Eya2 phos inh,uPA generation
COc1ccc(C(C(=O)NCC2CCCO2)N(C(=O)CNC(=O)c2ccco2)c2ccccc2)cc1OC (configuration not stated),-7.2%,-5.8%,-0.8%,-0.6%,0.0%,2.5%,5.5,-15.6%,-2.5%,-4.5%,3.8%
COc1cccc(C(=O)NC2CC3CCCC(C2)N3S(=O)(=O)c2ccccc2)c1 (configuration not stated),-22.4%,3.8%,-0.3%,-3.8%,3.6%,-9.8%,16.9,-2.0%,1.0%,-12.4%,4.2%
O=C(Oc1ccccc1N1CCOCC1)c1ccccc1,-13.4%,-0.2%,0.5%,-1.3%,-0.5%,-1.3%,12.5,7.9%,3.3%,-11.7%,2.6%
CNC[C@@H](Cc1ccccc1)NC[C@@H](CC1CCCCC1)NCCCc1ccccc1,-50.9%,nt,0.4%,-4.3%,-0.3%,-15.8%,0.2,-47.6%[inhibitor],1.4%,1.6%,?
Cn1cccc1/C=N/NC(=O)c1ccc[n+]([O-])c1,35.1%,-0.3%,-0.9%,-0.7%,1.1%,1.3%,-2.3,23.9%,2.7%,-6.4%,-4.6%
CCCCCc1cc(=O)oc2c(C(CCN3CCCC(C)C3)c3ccc4c(c3)OCO4)c(OC)cc(OC)c12 (configuration not stated),-6.5%,0.2%,-0.3%,-1.1%,0.3%,-0.2%,20.3,-31.1%,-15.3%,-9.1%,-0.1%
Nc1nc(SCC(=O)Nc2ccc(Cl)c(S(=O)(=O)N3CCOCC3)c2)n[nH]1,-4.1%,2.5%,0.2%,0.5%,4.3%,2.2%,0.6,0.0%,-0.9%,-14.0%,13.9%
COc1ccc(C(=O)OCCN2C(=O)c3ccccc3C2=O)cc1,-1.8%,?,-1.0%,-7.5%,-2.2%,-0.1%,5.4,-15.0%,-3.0%,-10.9%,4.8%
CC(=O)c1cccc(NS(=O)(=O)c2ccc(-c3cc(C)no3)s2)c1,2.1%,-0.9%,0.1%,-4.6%,0.0%,-7.0%,1.2,-16.5%,-2.4%,0.7%,3.2%
Cc1cccc(C)c1NCc1n[nH]c(=S)n1-c1ccccc1,0.4%,-3.7%,0.4%,-2.8%,0.3%,-0.2%,4.1,0.0%,-0.2%,13.5%,nt
CC(C)(CNCc1ccccc1)NS(=O)(=O)c1ccc(Cl)cc1,-6.0%,0.2%,0.1%,-0.8%,5.5%,-2.8%,nt,2.5%,-0.3%,4.9%,2.6%
Fc1ccccc1NC(=S)N(CCCN1CCOCC1)Cc1cccnc1,-1.4%,-1.3%,0.1%,0.6%,5.4%,-16.3%,0.2,-24.8%,-0.8%,0.9%,1.1%
Cc1onc(-c2ccccc2Cl)c1C(N)=O,-19.5%,1.9%,0.3%,-2.7%,2.6%,0.1%,0.2,24.4%,5.5%,3.8%,10.2%
Cc1ccc2nc(SCC(=O)Nc3cccc(S(=O)(=O)NC4=NCCCCC4)c3)[nH]c2c1,-47.2%,-2.7%,0.5%,-6.5%,0.8%,-5.4%,1.7,-20.0%,-3.1%,9.7%,-13.7%
Cc1ccc(NC(=O)CNC2CCCCC2)cc1Cl,15.2%,?,-0.8%,-3.2%,1.6%,-6.2%,?,14.0%,-0.3%,13.9%,-3.5%
COc1ccc(C(=O)NC2CCN(C(=S)NCCc3ccccc3)CC2)cc1,-11.0%,-3.0%,-0.3%,-1.0%,3.7%,-4.5%,?,20.7%,-0.7%,-4.8%,-4.1%
Cc1nn(C)c(C(=O)NC(=S)Nc2ccccc2O)c1Cl,-44.4%,8.2%,-0.5%,-7.5%,-0.9%,5.0%,4.6,2.5%,1.5%,-1.7%,-2.2%
CCN(CC)S(=O)(=O)c1cccc(C(=O)N/N=C2\CC(=O)CC(C)(C)C2)c1,-2.1%,-1.9%,-0.3%,-2.2%,20.9%,0.0%,-0.1,2.3%,-1.9%,-7.9%,-0.9%
CC#CCN1c2ccccc2[C@]23C[C@@H](C(=O)OC)N(C(=O)NC(C)(C)C)C2=NC(C(=O)OC)=C(C(=O)OC)[C@H]13,-16.0%,nt,nt,-0.1%,nt,nt,nt,4.3%,0.9%,nt,3.5%
O=C(CCC1CCCCC1)NCCN1C2=NC[C@@H](Cc3ccccc3)N2C[C@H]1Cc1ccc(O)cc1,-76.7%,-1.0%,-0.2%,-3.6%,0.0%,-7.9%,7.0,-53.3%[inhibitor],-4.7%,7.1%,-16.6%
O=C(CSCc1ccc([N+](=O)[O-])cc1)Nc1cccc(C(=O)Nc2ccccc2C(=O)O)c1,13.9%,-1.8%,0.1%,-0.2%,-0.3%,-1.9%,-2.8,0.6%,1.2%,5.8%,-5.4%
O=C1CCCN1CCCNc1ncccc1[N+](=O)[O-],0.1%,0.1%,-0.4%,3.6%,-0.4%,-0.3%,-0.3,-1.7%,10.7%,-0.3%,-1.0%
O=C(CSc1nnc(COc2ccc(Cl)cc2)n1Cc1ccco1)N1CCNC1=O,2.2%,-6.7%,0.2%,-4.8%,1.9%,-1.2%,-0.8,15.2%,2.4%,-20.8%,1.2%
CC(C)n1ncc2c(C(=O)Nc3cccc(C#N)c3)cc(C3CC3)nc21,-53.3%,-13.8%,0.0%,-2.5%,3.2%,-5.7%,?,1.4%,-7.7%,2.5%,-23.5%
O=C(CO/N=C/c1ccccc1OC(F)F)NC1CCCCC1,3.0%,4.2%,1.0%,-1.1%,0.9%,-3.6%,6.0,-21.9%,-2.9%,-8.7%,3.2%
SMILES,BRCA1 expr up,p53 reactivation,B2AR arrestin,TSG101-PTAP inh,USP2a inh,ELG1 genotoxic,TRPV1 ag,a7 integrin act,ASM inhibitor,Eya2 phos inh,uPA generation
COc1ccc([C@H]2CC(=O)C=C(c3cccc(NC(C)=O)c3)C2)cc1,5.8%,-0.5%,0.2%,nt,-0.1%,-0.8%,-6.5,1.7%,-2.3%,0.4%,-4.1%
Cc1oc(-c2cccs2)nc1CNC[C@H]1O[C@@H](n2cnc(C(N)=O)n2)[C@H](O)[C@@H]1O,5.3%,nt,nt,-9.7%,nt,nt,nt,28.0%,-3.4%,nt,10.4%
CCC(=O)N1CCc2cc(Br)cc(S(=O)(=O)NCCN3CCCC3)c21,7.6%,0.5%,0.2%,-1.9%,0.9%,-3.0%,-1.9,-28.5%,4.1%,14.2%,3.9%
O=C(Nc1nc2ccsc2c(=O)s1)c1ccco1,2.9%,6.4%,0.2%,0.8%,3.4%,?,5.7,12.9%,12.5%,-4.4%,-5.4%
Cc1ccc(NC(=O)N2CCCC2C(=O)Nc2ccc(-n3cnnn3)c(C)c2)cc1 (configuration not stated),4.7%,-12.6%,-0.7%,-1.5%,-0.8%,1.0%,2.7,-1.1%,0.3%,-3.9%,-0.8%
N#C/C(=C/c1ccc(N2CCOCC2)o1)c1ccc(Br)cc1,-32.4%,-9.2%,8.9%,?,1.4%,6.6%,28.1,-67.9%[inhibitor],?,9.2%,-11.3%
COc1ccc(F)cc1C(=O)C1CCCN(Cc2cnc(N3CCCC3)s2)C1 (configuration not stated),-9.3%,-2.3%,-0.8%,-2.7%,-0.8%,-6.1%,10.6,8.8%,3.0%,-7.9%,0.7%
Cc1ccc(C(=O)NNC2=NC(C)(C)Cc3ccccc32)cc1,-0.3%,-2.5%,-0.6%,-2.1%,1.4%,2.5%,-0.9,?,-1.8%,-7.2%,-0.2%
Fc1ccccc1Cc1noc(CN2CCCC(CN3CCOCC3)C2)n1 (configuration not stated),2.4%,1.5%,-0.5%,-2.3%,2.6%,-0.9%,-2.8,-0.8%,7.2%,6.7%,0.1%
COc1cccc(C(=O)O[C@H]2[C@H](C)NS(=O)(=O)[C@H]3C[C@@H]4C=C[C@]23O4)c1,8.4%,-1.4%,0.1%,-3.2%,1.2%,4.1%,-6.8,-2.9%,-3.4%,12.4%,8.6%
CC(C)c1c(C(=O)N/N=C/c2ccco2)nnn1-c1nonc1N,-19.5%,0.7%,-0.1%,3.7%,2.5%,1.0%,?,0.0%,-5.2%,-3.0%,0.9%
